Screening data from PubChem.
PPARg SRC-1 ag – PPARgamma agonists recruiting SRC-1 coactivator, primary screen, biochemical; Peroxisome proliferator-activated receptor gamma (Homo sapiens), P37231; PPARgamma-SRC-1 coactivator recruitment biochemical assay; activation, % at 8 µM; hit rate 0.41% among 200,000; AID 631, 2007; in the data active = activation above about 19%;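 note: 0% = DMSO and 100% = reference agonist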
HMGR II inh – inhibitors of E. faecalis class II HMGR, primary screen, biochemical, Enterococcus faecalis; HMG-CoA reductase (Enterococcus faecalis, mvaE); purified E. faecalis HMGR, NADPH absorbance 340 nm kinetic; inhibition, % at 10 µM; hit rate 0.41% among 190,000;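 active = inhibition above a set limit, the median over all tested compounds plus 3 SD, cut at about 9.5% in these data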;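 note: enzyme runs in reverse so mevalonate oxidation gives rising NADPH absorbance; 0% = complete reaction with DMSO and 100% = background rate lacking mevalonate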
DTT redox prof – compounds producing H2O2 with reducing agent – biochemical, NIH compound library profiling, artefact control for MLSCN library redox annotation, primary screen; DTT-dependent redox cycling H2O2, phenol red/HRP absorbance; 100% = 100 µM peroxide control, 0% = buffer; AID 878, 2007; activation, % at 10 µM; hit rate 0.03% among 200,000;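 active = activation of at least 50% relative to the plate's high and low controls in the primary single-dose screen; inactive = activation below 50%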;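 note: compound incubated with DTT at 0.8 mM final as the reducing agent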
PPARg SRC-3 ag – PPARgamma agonists recruiting SRC-3 coactivator, primary screen, biochemical. biochemical PPARgamma/SRC-3 coactivator recruitment assay. activation, % at 8 µM. hit rate 0.26% among 200,000. AID 731, 2007; in the data active = activation above about 23%;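 note: 0% = DMSO and 100% = reference agonist; some compounds past the cut are filed as inactive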
ROMK mod – ROMK potassium channel modulators, primary screen, cell-based, thallium flux, MLSMR library; B-score at 10 µM; AID 1918, 2009; hit rate 2% among 130,000; Tet-inducible ROMK, thallium flux fluorescence; actives lie on both sides; ATP-sensitive inward rectifier potassium channel 1 (Homo sapiens), P48048;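 active = signal ratio slope over the read window, or its plate-corrected B-score, at least 3 SD from the plate mean, either direction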;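 note: B-score of the F/F0 ratio slope over 7 to 12 s after thallium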
Target sequence (P48048 whole entry, looked up): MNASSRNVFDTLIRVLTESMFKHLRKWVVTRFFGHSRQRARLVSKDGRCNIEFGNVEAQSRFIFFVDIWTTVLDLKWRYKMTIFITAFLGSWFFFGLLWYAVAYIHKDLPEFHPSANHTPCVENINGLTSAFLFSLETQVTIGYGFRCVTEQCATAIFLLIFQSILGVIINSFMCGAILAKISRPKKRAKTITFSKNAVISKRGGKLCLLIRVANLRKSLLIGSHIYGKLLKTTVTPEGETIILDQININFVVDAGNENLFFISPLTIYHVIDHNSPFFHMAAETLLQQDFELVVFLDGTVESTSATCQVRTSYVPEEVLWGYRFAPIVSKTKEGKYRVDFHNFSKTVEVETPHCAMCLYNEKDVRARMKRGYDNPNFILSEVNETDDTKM
L major viab – Leishmania major promastigote growth inhibition, primary screen; Leishmania major promastigotes, resazurin fluorescence viability; inhibition, % at 10 µM; hit rate 9% among 200,000; in the data active = inhibition above about 50%;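 note: promastigotes grown with compound for 44 hours at 28 °C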
SRC2 TRFRET art – TR-FRET signal artefacts, primary screen, artefact control for PPARgamma SRC-2 agonist project, biochemical | TR-FRET artefact counter-screen; active compounds read high | TR-FRET ratio at 8 µM | hit rate 0.4% among 200,000 | AID 1049, 2008; in the data active = TR-FRET ratio above about 2000; note: inactives centre near 1500
RAM inhibit – inhibitors of the yeast RAM network, primary screen, dse1pr::URA3 reporter, 5-FOA selection | AID 868, 2007 | inhibition, % at 50 µM | hit rate 1.8% among 190,000 | S. cerevisiae dse1pr::URA3 reporter, 5-FOA growth OD615, 2 d; analog-sensitive cbk1-as2 kinase mutant strain;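 active = inhibition above a set limit, 3 SD over mean compound inhibition, cut at about 8.4% in these data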;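 note: 0% = DMSO-only wells with no growth and 100% = 10 µM 1-NA-PP1 full growth; inhibition rescues growth on 5-FOA so higher OD means more RAM inhibition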
PPARg SRC2 recr – agonists of PPARg-SRC-2 recruitment, primary screen, biochemical, HTS; activation, % at 8 µM; AID 1032, 2008; PPARgamma LBD-SRC-2 recruitment; hit rate 0.34% among 200,000; in the data active = activation above about 22%;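 note: 0% = vehicle and 100% = reference agonist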
S1P3 antag – S1P3 receptor antagonists, primary screen, cell-based; inhibition, % at 4.98 µM; hit rate 0.27% among 170,000; Sphingosine 1-phosphate receptor 3 (Homo sapiens), Q99500; CHO S1P3 NFAT-BLA reporter, FRET fluorescence, antagonist mode;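 active = inhibition above the plate cutoff, the mean inhibition of test wells on that plate plus 3 SD, cut at about 28% in these data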;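 note: cells challenged with S1P at its EC80 of 0.8 µM; blue over green emission ratio from cleaved BLA substrate after 4 h stimulation; 0% = S1P-stimulated wells and 100% = unstimulated DMSO-only wells; some compounds past the cut are filed as inactive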
Target sequence (Q99500 whole entry, looked up): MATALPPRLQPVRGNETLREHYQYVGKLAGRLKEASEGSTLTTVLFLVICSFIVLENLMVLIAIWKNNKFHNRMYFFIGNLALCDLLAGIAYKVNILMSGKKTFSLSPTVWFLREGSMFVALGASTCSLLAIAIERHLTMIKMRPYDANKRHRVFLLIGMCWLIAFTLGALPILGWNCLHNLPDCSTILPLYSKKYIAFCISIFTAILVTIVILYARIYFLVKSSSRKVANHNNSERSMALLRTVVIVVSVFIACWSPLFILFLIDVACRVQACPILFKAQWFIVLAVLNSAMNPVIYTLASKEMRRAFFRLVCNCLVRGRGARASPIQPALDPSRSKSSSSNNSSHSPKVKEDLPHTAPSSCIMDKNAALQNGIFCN
bIAP inh – bovine intestinal alkaline phosphatase inhibitors, primary screen, selectivity assay for TNAP inhibitor project, biochemical, bovine IAP, CDP-star luminescence | purified bovine IAP, 30 min | inhibition, % at 20 µM | 190,000 tested, under 10 active | AID 1019, 2008;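 active = over 50% inhibition of intestinal alkaline phosphatase at 20 µM in the single-dose screen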
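System: Purified bovine intestinal alkaline phosphatase (IAP) enzyme | Input: IAP diluted 1/65,000,000 in the well | Also added: CDP-star chemiluminescent phosphatase substrate, 30 µM final | Dosing: 20 µM single dose | Times: Enzyme reaction for 30 min at room temperature | Detection: Luminescence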
The depositor's hits bear a star; . = no result given.

SMILES	PPARg SRC-1 ag	HMGR II inh	DTT redox prof	PPARg SRC-3 ag	ROMK mod	L major viab	SRC2 TRFRET art	RAM inhibit	PPARg SRC2 recr	S1P3 antag	bIAP inh
Cc1cc(C)nc(SCc2nnc(SCC(=O)OC3CCCCC3)o2)n1	6.0	-1.8	1.1	0.9	0.249	-3.3	1553	0.7	7.5	-66.5	-6.9
CCc1cc(OCCOCCN(C)C)ccc1Cl	3.6	-2.1	-0.3	6.5	0.018	97.9*	1640	1.2	3.9	-12.7	47.6
CCc1ccc2[nH]c(=O)c(CN(Cc3nnnn3C3CCCC3)C3CCCCC3)cc2c1	-5.3	1.6	0.3	-6.9	-2.88	36.5	1353	0.7	-3.5	-15.0	1.1
COc1ccc(/C=N/NC(=O)c2ccccc2)cc1CN1CCN(c2ccc(F)cc2)CC1	-8.2	-0.6	-4.4	5.5	0.319	8.0	1316	1.8	-8.3	.	4.5
Cc1cnc(C(=O)N2CCCC(C(=O)c3ccc(C(F)(F)F)cc3)C2)cn1 (stereo not drawn)	5.6	3.3	-0.7	-0.9	.	3.6	1533	-0.5	-5.3	-4.2	-4.2
CCn1c(SCC(=O)OCc2ccccc2)nnc1-c1ccco1	3.3	-2.9	3.7	-11.5	.	-4.1	1356	-0.1	-1.5	-8.6	7.2
Cn1c(=O)c2c(nc(CN3CCc4ccccc4C3)n2CCc2ccccc2)n(C)c1=O	-8.2	.	4.0	-4.8	-0.0622	30.0	1433	.	-4.2	12.0	.
CCN(CC)c1ccc(/C=N/NS(=O)(=O)c2cccc([N+](=O)[O-])c2)cc1	7.0	-17.1	0.1	8.4	.	1.9	1536	0.6	7.6	-7.3	2.2
NS(=O)(=O)c1ccc(CCN=Cc2ccccc2O)cc1	-1.2	-4.5	-0.1	1.7	-0.0495	32.4	1643	0.0	-3.3	-4.0	10.9
O=C(Cc1ccc([N+](=O)[O-])cc1)N1CCCc2ccccc21	4.1	-2.8	-0.3	2.6	0.249	13.0	1622	1.8	0.2	-15.6	23.9
O=C(Nc1ccc(S(=O)(=O)NCc2cccnc2)cc1)c1ccco1	16.7	-3.8	-0.1	5.6	.	-6.0	1663	0.5	4.4	-11.4	-1.2
CCOC(=O)NC1(NCC(C)C)Oc2ccccc2O1	-0.7	-1.6	0.3	8.7	-0.751	3.7	1535	-0.7	10.5	.	8.7
Cc1ccc(NC(=O)C(=O)NC2CCCCC2)cc1	6.6	-3.2	-0.1	-13.3	0.0417	-1.9	1548	4.1	8.1	.	3.5
O=C(c1ccccc1)N1CCN(C(=O)c2cc3ccccc3o2)CC1	8.5	-5.9	-0.2	14.4	.	16.6	1574	-0.4	-1.6	.	0.9
CCOC(=O)C1(CCc2ccccc2)CCN(C(=O)CCc2cnn(C)c2)CC1	12.2	2.1	-1.3	0.6	.	-2.6	1429	-0.2	-1.8	-3.3	-5.2
Cc1ccc2[nH]c3c(=O)n(Cc4ccncc4)cnc3c2c1	-0.5	-2.4	-15.4	-0.6	.	3.6	1404	1.2	-1.6	.	4.6
COc1ccc(C(=O)NC(=S)N2CCCCC2)cc1	-1.0	-10.5	1.2	-2.1	0.0257	7.3	1323	-0.5	-5.5	.	13.3
COc1ccc(COC(=O)Nc2c(SC)nsc2SC)cc1	-2.3	8.3	0.1	3.6	0.593	-5.8	1659	5.9	0.1	10.5	-1.2
Cc1cc(-n2[nH]c(C)c(C)c2=O)nc(-c2ccccc2O)n1	-3.7	-3.5	-0.6	-3.1	.	-2.1	1498	3.8	7.1	-32.8	-1.5
Cc1nn(C)c(C(=O)NNC(=O)Nc2cccc(C(F)(F)F)c2)c1Cl	-6.6	-7.1	-0.8	-6.2	0.0201	21.3	1483	1.5	1.5	-3.3	-30.3
Cc1ccc(-n2nnc3c(=O)n(Cc4ccccn4)cnc32)cc1C	6.0	-1.4	-1.6	4.3	0.439	7.7	1573	2.4	3.3	-12.0	-21.2
CCC(Oc1ccc2c(c1)C(=O)CC(C)(C)O2)C(=O)NCCN1CCCCCC1 (stereo not drawn)	1.4	-0.6	-0.5	1.7	.	-0.4	1467	2.6	-8.8	-14.4	1.1
CCCN(CCC)CCNS(=O)(=O)c1ccc2c(c1)oc(=O)n2C	-1.3	1.7	2.4	-4.7	.	-0.1	1513	0.2	-0.4	10.6	5.8
CNC(=S)N/N=C/c1cn(Cc2c(F)cccc2Cl)c2ccccc12	13.0	-0.9	0.1	6.9	-0.548	27.9	1516	3.8	1.8	1.7	13.7
Cn1c(=O)[nH]c(=O)c2c1nc(NCCCO)n2CCOc1ccccc1	1.4	-8.3	-0.2	-3.0	0.413	-6.0	1521	-1.0	0.3	2.3	-7.1

The listing continues.
SMILES	PPARg SRC-1 ag	HMGR II inh	DTT redox prof	PPARg SRC-3 ag	ROMK mod	L major viab	SRC2 TRFRET art	RAM inhibit	PPARg SRC2 recr	S1P3 antag	bIAP inh
CCN1CCCn2c1nc1c2c(=O)n(C)c(=O)n1C	-8.7	0.2	0.4	-1.5	-0.0044	58.7*	1450	2.2	0.9	3.9	7.8
CC(=O)OC[C@H]1COc2ccc3ccccc3c2[C@H]1N(C)C(C)=O	4.8	-4.7	-0.6	-1.2	-0.218	5.4	1665	-0.8	-12.1	-2.6	-13.0
O=C(NCc1cccnc1)c1cnc2sccn2c1=O	-1.9	-3.9	-1.2	-1.1	.	18.2	1397	0.2	-1.5	5.5	8.3
CCOc1ccc(-n2cnnn2)cc1S(=O)(=O)NCc1ccccc1	4.4	-10.9	0.0	5.9	.	3.0	1525	1.5	8.9	11.6	8.1
COc1ccccc1-c1nnc(N)s1	-3.0	-6.8	-0.5	3.7	0.624	-6.8	1520	2.8	9.1	-6.7	8.5
CCN=c1scc(C)n1/N=C/c1cc(Br)c(O)c(Br)c1	5.6	2.7	-0.2	-1.9	2.54	2.1	1638	-0.1	-7.0	17.9	-14.4
O=C(NN=C1CCCCCC1)C(=O)Nc1cccc(Br)c1	7.0	-5.1	-0.7	6.0	-0.905	-3.7	1609	1.7	7.7	15.5	22.0
COc1ccccc1N(CC(O)Cn1ccnc1C)S(=O)(=O)c1ccc(C)cc1 (stereo not drawn)	-3.3	8.9	-1.3	1.5	-0.527	0.3	1515	1.9	-3.6	-1.9	-36.7
Brc1ccc(-c2nnc3n2CCCCC3)cc1	2.0	0.0	0.1	2.6	-0.543	0.6	1500	2.1	5.0	.	-2.4
NC(=O)CSc1nc(-c2ccccc2)nc2c1CCCC2	9.2	-2.6	-0.1	0.1	-0.214	-9.5	1598	2.9	11.7	0.6	6.8
CCOC(=O)c1ccc(NC(=O)NCCN2CCCCC2)cc1	5.3	-6.3	0.2	-2.5	.	-2.1	1477	0.7	-3.2	1.1	-2.5
CCCc1nnc(NC(=O)C(C)N2C(=O)C3C4C=CC(C4)C3C2=O)s1 (stereo not drawn)	-0.5	0.1	3.0	3.4	.	-6.1	1632	-0.2	9.1	-7.8	-3.0
CC(C)(C)NC(=O)Cn1c(SCC(=O)N2CCCCCC2)nc2ccccc21	-0.1	-1.2	0.1	-4.7	1.26	-6.8	1544	2.7	5.3	-29.3	-9.1
Cc1nn(Cc2cccc(F)c2)c(C)c1NC(=O)c1c([N+](=O)[O-])c(C)nn1C	5.0	-0.1	-1.6	3.8	-0.883	-3.3	1660	0.2	3.7	.	6.1
COC(=O)CCCNC(=O)c1ccccn1	-2.1	-3.5	-0.1	3.1	1.42	-4.8	1623	1.0	1.8	-14.4	0.1
Cc1ccc2cc(CN(CCCO)S(=O)(=O)c3cccc4nsnc34)c(=O)[nH]c2c1	9.2	-1.9	-0.1	-2.7	2	5.2	1436	3.2	6.8	.	-0.1
Nn1c(SCC(=O)NC2CCCCC2)nnc1-c1ccc(Cl)cc1	7.6	-1.8	1.0	-7.3	-0.149	-4.9	1449	0.7	1.1	-8.7	.
COc1ccc(S(=O)(=O)NCc2cccs2)cc1	0.5	-3.3	0.3	0.3	-0.0689	-5.6	1326	1.6	-10.2	.	39.2
COC(=O)c1c(NC(NC(=O)CC(C)C)C(Cl)(Cl)Cl)sc2c1CCC2 (stereo not drawn)	-5.4	-1.1	0.2	-0.6	.	27.5	1525	3.4	6.0	-6.6	4.3

Reprinted at random: six entries already listed.
SMILES	PPARg SRC-1 ag	HMGR II inh	DTT redox prof	PPARg SRC-3 ag	ROMK mod	L major viab	SRC2 TRFRET art	RAM inhibit	PPARg SRC2 recr	S1P3 antag	bIAP inh
COC(=O)c1c(NC(NC(=O)CC(C)C)C(Cl)(Cl)Cl)sc2c1CCC2 (stereo not drawn)	-5.4	-1.1	0.2	-0.6	.	27.5	1525	3.4	6.0	-6.6	4.3
CCN=c1scc(C)n1/N=C/c1cc(Br)c(O)c(Br)c1	5.6	2.7	-0.2	-1.9	2.54	2.1	1638	-0.1	-7.0	17.9	-14.4
CCOc1ccc(-n2cnnn2)cc1S(=O)(=O)NCc1ccccc1	4.4	-10.9	0.0	5.9	.	3.0	1525	1.5	8.9	11.6	8.1
COc1ccc(S(=O)(=O)NCc2cccs2)cc1	0.5	-3.3	0.3	0.3	-0.0689	-5.6	1326	1.6	-10.2	.	39.2
Cc1ccc2cc(CN(CCCO)S(=O)(=O)c3cccc4nsnc34)c(=O)[nH]c2c1	9.2	-1.9	-0.1	-2.7	2	5.2	1436	3.2	6.8	.	-0.1
CC(=O)OC[C@H]1COc2ccc3ccccc3c2[C@H]1N(C)C(C)=O	4.8	-4.7	-0.6	-1.2	-0.218	5.4	1665	-0.8	-12.1	-2.6	-13.0
